TDP1 cell CPT = DT40-hTDP1 cell growth loss with CPT. chicken DT40 Tdp1-/-;hTDP1 cells + 20 nM CPT, ATP luminescence, 48 h. Potency, µM (titrated, usually from 46.2 µM), inactives show at the highest dose activity change, negative = growth inhibition, hits mostly inhibitors. 420,000 compounds, 12% hits. AID 686979; note: nearly all actives have a fitted effect of over 55% in size
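Chicken DT40 Tdp1-/- cells stably complemented with human TDP1 were seeded at 400 cells/well in medium containing 20 nM camptothecin, exposed to pin-transferred compounds, and grown at 37 °C for at least 48 hr. Viability was read as ATP luminescence.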
FEN1 inh = human FEN1 inhibition; P39748; Recombinant FEN1 flap cleavage, fluorescence, 15 min; Potency, µM (highest dose often 114 µM), for inactives: top-dose activity change, negative = inhibition, usual class: inhibitors; 390,000 compounds, 0.35% hits; AID 588795; note: nearly all actives have a fitted effect of over 65% in size
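Steps: FEN1 (10 nM) dispensed; compound added by pin tool; 15 min at room temperature; substrate added to 50 nM final; reads at 0 min and 15 min; data normalized and fitted (four-parameter Hill).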
GCN5L2 inh = blocks human GCN5L2 histone acetyltransferase; Potency, µM (doses to about 58.9 µM), for the others: at the highest dose activity change, negative = inhibition, usual class: inhibitors; GCN5L2 HAT assay, ThioGlo1 CoA-SH fluorescence; 390,000 compounds, 0.21% hits; Q92830
Target sequence (Q92830 whole entry, looked up): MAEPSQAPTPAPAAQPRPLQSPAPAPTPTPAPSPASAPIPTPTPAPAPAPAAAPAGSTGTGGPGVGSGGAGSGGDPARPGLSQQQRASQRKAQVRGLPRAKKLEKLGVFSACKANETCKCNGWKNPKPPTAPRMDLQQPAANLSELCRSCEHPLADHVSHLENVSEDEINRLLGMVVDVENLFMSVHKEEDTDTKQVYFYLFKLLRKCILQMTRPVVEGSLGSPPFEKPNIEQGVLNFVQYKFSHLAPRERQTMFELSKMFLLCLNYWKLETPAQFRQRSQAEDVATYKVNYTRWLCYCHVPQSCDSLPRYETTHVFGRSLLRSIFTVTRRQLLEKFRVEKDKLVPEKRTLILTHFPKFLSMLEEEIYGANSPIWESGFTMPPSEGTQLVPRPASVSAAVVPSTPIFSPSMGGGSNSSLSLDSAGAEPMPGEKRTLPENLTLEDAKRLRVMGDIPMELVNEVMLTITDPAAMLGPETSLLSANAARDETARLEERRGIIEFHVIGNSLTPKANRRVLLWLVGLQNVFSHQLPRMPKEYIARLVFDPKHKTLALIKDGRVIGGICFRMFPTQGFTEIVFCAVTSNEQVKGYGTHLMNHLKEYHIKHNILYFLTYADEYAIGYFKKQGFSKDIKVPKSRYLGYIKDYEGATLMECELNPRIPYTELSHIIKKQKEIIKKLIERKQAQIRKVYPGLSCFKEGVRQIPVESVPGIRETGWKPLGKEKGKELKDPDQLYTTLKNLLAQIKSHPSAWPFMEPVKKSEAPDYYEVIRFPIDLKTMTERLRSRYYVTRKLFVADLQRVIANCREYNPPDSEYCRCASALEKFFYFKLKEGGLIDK
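GCN5L2 (20 nM) in 50mM HEPES pH 7.5, 0.1mM EDTA, 0.01% Tween-20 preincubated 15 min with compounds at room temperature. Reaction started with H3(1-25) 75uM, acetyl-CoA 70uM, ThioGlo1 50uM; CoA-thiol fluorescence (Ex340/Em540) read at 0 and 20 min.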
* = called active by the depositor; ? = inconclusive; . = no result given; & = joins results of further samples; [ ] = another dose, or the depositor's remark. Calls come from the whole dose curve; as a rule, active = well fitted curve in the direction sought with a large enough effect; inconclusive = small, poorly fitted or top-dose-only effect, or another doubt; inactive = no such curve, though single readings can be large; an effect the other way counts as inactive or inconclusive. % is set by controls: 0 for no effect and ±100 for the full control effect; potency is the fitted concentration of half-maximal effect.

SMILES	TDP1 cell CPT	FEN1 inh	GCN5L2 inh
O=C(CS(=O)(=O)c1cccc2nsnc12)N1CCN(c2cccc(C(F)(F)F)c2)CC1	8.2µM*	3%	-1%
Cc1ccc(-n2ncc3c(=O)n(-c4ccc(C)c(C)c4)c(C)nc32)cc1	?	0%	-11%
COc1cccc(CNC(=O)c2cc(S(=O)(=O)N3CCOCC3)ccc2N2CCCC2)c1	-20%	0%	2%
N#CC1=C(N)SC(N)=C(C#N)C1c1c(Cl)cccc1Cl	?	1%	-12%
O=S(=O)(c1ccccc1)N1CCC2(CC1)CN(c1ccccn1)C2	?	.	-4%
O=C1CSC(=S)N1Cc1cccs1	?	8%	.
COc1ccc(OC)c(S(=O)(=O)N2CCC(C(=O)NCc3ccccc3OC)CC2)c1	14%	-5%	-7%
COc1ccc(NC(=O)c2cc(-c3ccc(C)cc3O)n[nH]2)c(OC)c1	-16%	-5%	-3%
COc1ccc(C(O)(C2CCCCC2)C(CN2CCCC2)c2ccccc2)cc1 (configuration not stated)	?	14%	-6%
COc1ccc(S(=O)(=O)NCC(c2ccc(N(C)C)cc2)N2CCc3ccccc32)cc1 (configuration not stated)	?	-6%	-9%
Cc1c(C)c2ccc(OCC(=O)N3CCOCC3)c(C)c2oc1=O	-9%	18%	-3%
CC1CCC(NS(=O)(=O)c2cccc3nsnc23)CC1 (configuration not stated)	4%	-3%	-6%
Cc1nc2c(C#N)cnn2c2c1CCN2CC1CCCO1 (configuration not stated)	-29%	-13%	1%
CC(C)c1ccc(CN2CCSCC2)cc1	2%	-4%	1%
Fc1ccc(-c2n[nH]c(=S)n2-c2ccc3c(c2)OCCO3)cc1	-18%	19%	-5%
Cc1ccc(C)c(N2CCN(C(=O)CC3Sc4ccccc4NC3=O)CC2)c1 (configuration not stated)	18µM*	-10%	-19%
O=C(NCc1cccnc1)c1noc2c1CCCCC2	4%	-13%	-1%
COc1ccc(CCNC(=O)C2CC(c3ccc([N+](=O)[O-])cc3)=NO2)cc1 (configuration not stated)	6.5µM*	-14%	-1%
c1ccc(-c2onc3cc4c(cc23)OCCO4)cc1	-28%	-19%	-13%
N#CCCn1c(=O)c(-c2cccc(C#N)c2)nc2cnc(Oc3cccc(Cl)c3)nc21	?	.	-11%
N#C/C(=C\c1ccccc1)C(=O)NC1CC1	-16%	-10%	-3%
Cc1cc(C(=O)COC(=O)C2=COCCO2)c(C)n1-c1cccc(F)c1	?	-1%	-16%
COc1cc(NS(=O)(=O)c2ccc(-c3cc(C)no3)cc2)cc(OC)c1	1.8µM*	10%	-13%
N#Cc1ccc(Cl)cc1NC(=O)COC(=O)[C@H](CCC(N)=O)NC(=O)c1ccc(F)cc1	-2%	1%	-2%
COc1cccc2cc(-c3nc(Cl)c4c5c(sc4n3)CC(C)CC5)c(=O)oc12 (configuration not stated)	7%	-13%	-11%
CN(C)C(=N)c1n[nH]nc1SCc1ccc(Cl)c(Cl)c1	3%	2%	34%[activator]
O=C(Nc1ccc(S(=O)(=O)Nc2ncccn2)cc1)c1cccc(S(=O)(=O)N2CCOCC2)c1	-4%	19%	-24%
Cc1ccc(N=C(c2cccs2)N2CCOCC2)cc1	-7%	14%	-13%
CC(C)(C)c1csc(NC(=O)CCc2ccccc2)n1	?	-24%	-10%
C=CCN1C(=O)c2ccc(C(=O)NCCc3ccc(F)cc3)cc2C1=O	14%	6%	.
COc1ccc(CCNC(=O)CCS(=O)(=O)c2ccc3c(c2)NC(=O)C(C)S3)cc1OC (configuration not stated)	-13%	-6%	-2%
CCCC1=C(C(=O)OCC)C(c2ccc(O)cc2)n2ncnc2N1 (configuration not stated)	10%	10%	2%
O=C(CNS(=O)(=O)c1cccc(Cl)c1)OCc1csc(-c2ccccc2)n1	1%	-5%	-16%
COc1ccc(Cn2c(C)nc([N+](=O)[O-])c2SCC(=O)O)cc1[N+](=O)[O-]	10%	-1%	-16%
Cn1c(=O)c2ncn(CC(=O)Nc3ccc4c5c(cccc35)CC4)c2n(C)c1=O	?	-1%	-2%
O=c1[nH]c2cc3c(cc2cc1CN(Cc1nnnn1C1CCCC1)C1CCCC1)OCCO3	16µM*	-15%	-15%
O=C(c1cc(=O)[nH]c2ccccc12)N1CCN(c2ccc([N+](=O)[O-])cc2)CC1	?	2%	-14%
COC(=O)CCC(C)C1CCC2C3C(O)C[C@@H]4CC(O)CC[C@@]4(C)C3CC(O)[C@]12C (some centres not stated)	?	.	1%
COc1ccc(NC(=O)COC(=O)Cc2coc3cc(OC)ccc23)c(OC)c1	4%	-1%	-8%
C(=N\Nc1ncnc2sc3c(c12)CCC3)/c1ccncc1	?	-36%	-14%
O=C(COC(=O)c1ccccc1Br)Nc1ccccc1F	-8%	-7%	0%
COc1ccc(CCNC(=O)CS(=O)Cc2nc(-c3ccccc3Cl)oc2C)cc1OC (configuration not stated)	-3%	4%	-3%
Cc1ccc(S(=O)(=O)Oc2ccc(/C=N/NC(=O)c3nn(C)cc3Cl)cc2)cc1	-23%	-16%	-12%
Cc1cc(C)cc(C(=O)N/N=C/c2ccoc2)c1	-3%	6%	-2%
CCCC12CN(C(=O)c3ccc(OC)cc3)CC(C)(CN(C(=O)c3ccc(OC)cc3)C1)C2=O	2%	6%	-4%
COc1ccccc1C(=O)Nc1cccc(N(C)S(C)(=O)=O)c1	-6%	-5%	1%
COc1ccc(-c2nc(SCC(=O)N3CCCCC3C)n[nH]2)cc1 (configuration not stated)	?	7%	-1%
O=c1nc(N2CCCCC2)nc(Nc2ccccc2)[nH]1	?	-16%	6%
Cc1cc(C(=O)Nc2cccc3ccccc23)co1	-34%	27%	-3%
CCOc1ccc(CNC(=O)c2ccc3c(c2)sc2nc(-c4ccccc4)cn23)cc1	-17%	4%	-8%

The list continues:
SMILES	TDP1 cell CPT	FEN1 inh	GCN5L2 inh
S=C(NCCc1ccccc1)Nc1nccs1	?	-1%	-2%
CC(C)(C)c1ccc(C(=O)CSc2n[nH]c(=O)[nH]c2=O)cc1	-17%	2%	2%
O=C(c1ccccc1)N1CCC(CC2CC(c3ccc(Cl)cc3)=NO2)(C(=O)NCC2CCCCC2)CC1 (configuration not stated)	?	-8%	-2%
Cc1c(C(c2cc(O)ccc2Cl)c2c(C)n(C)n(-c3ccccc3)c2=O)c(=O)n(-c2ccccc2)n1C	-3%	-15%	.
O=C(CCn1cnc2ccccc2c1=O)NCc1ccccc1Cl	-5%	7%	-7%
CC(C)Cn1c(-c2cccnc2)nc2c1c(=O)[nH]c(=O)n2CC(C)C	4%	20%	-5%
COc1ccc(-n2ncc3c(NCc4cccnc4)ncnc32)cc1	-13%	3%	-2%
Cn1c(SCC(=O)c2ccc3c(c2)OCCO3)nnc1C(F)(F)F	13%	-2%	0%
CC1(C)OC(=O)C2(Cc3ccc(Cl)cc3N3CCCCC32)C(=O)O1 (configuration not stated)	4%	-7%	.
O=C(Nc1ccc(-c2nc3ccccc3[nH]2)cc1)c1ccco1	15µM*	-11%&5%	-20%
O=C(NCCc1c[nH]c2ccccc12)C(=O)NCC1OCCN1S(=O)(=O)c1cc(F)ccc1F (configuration not stated)	?	3%	-14%
O=C(COC(=O)c1ccc(S(=O)(=O)N2CCOCC2)cc1)NCc1cccs1	9%	3%	-3%
O=c1cc[nH]c2cc(Cl)ccc12	8%	-5%	-3%
CC(=O)c1ccc(OCc2ncc(C(F)(F)F)cc2Cl)cc1	11%	0%	-2%
CCOC(=O)c1ccc(NC(=O)Nc2ccc(OC)c(OC)c2)cc1	?	11%	-8%
CCOC(=O)CN(C(=O)COc1nc(-c2ccccc2)cc(C)c1C#N)c1ccc(C)cc1	?	-10%	3%
CC1=C(OC(=O)c2ccccc2)C(C)(C)C(c2ccc(Br)cc2)OC1=O (configuration not stated)	?	-14%	-8%
Cc1ccc(Cl)cc1N1CCN(Cc2cc(=O)n3ccsc3n2)CC1	-17%	3%	-7%
CCCN(CCC)CCNC(=O)c1cn(C)c(=O)c2c1c1ccccc1n2C	?	-1%	0%
O=C(NCc1ccc(Cl)cc1)N1CCN(Cc2ccccc2)CC1	23µM*	18%	-4%

Filtered by structure: those above containing two or more sulfur atoms
SMILES	TDP1 cell CPT	FEN1 inh	GCN5L2 inh
O=C(CS(=O)(=O)c1cccc2nsnc12)N1CCN(c2cccc(C(F)(F)F)c2)CC1	8.2µM*	3%	-1%
O=C1CSC(=S)N1Cc1cccs1	?	8%	.
CC1CCC(NS(=O)(=O)c2cccc3nsnc23)CC1 (configuration not stated)	4%	-3%	-6%
O=C(Nc1ccc(S(=O)(=O)Nc2ncccn2)cc1)c1cccc(S(=O)(=O)N2CCOCC2)c1	-4%	19%	-24%
COc1ccc(CCNC(=O)CCS(=O)(=O)c2ccc3c(c2)NC(=O)C(C)S3)cc1OC (configuration not stated)	-13%	-6%	-2%
O=C(CNS(=O)(=O)c1cccc(Cl)c1)OCc1csc(-c2ccccc2)n1	1%	-5%	-16%
S=C(NCCc1ccccc1)Nc1nccs1	?	-1%	-2%
O=C(COC(=O)c1ccc(S(=O)(=O)N2CCOCC2)cc1)NCc1cccs1	9%	3%	-3%

Following part.
SMILES	TDP1 cell CPT	FEN1 inh	GCN5L2 inh
CN1CCN(S(=O)(=O)c2ccc(N(C)Cc3cccc(F)c3)nc2)CC1	7%	-3%	0%
CCCCCOC(=O)CC(C(=O)OCCCCC)N1CCCCC1 (configuration not stated)	?	-2%	-4%
COc1ccc(C(C2C(=O)CC(C)(C)CC2=O)C2C(=O)CC(C)(C)CC2=O)cc1CO	0%	-18%	-17%
COc1ccc(C)cc1S(=O)(=O)NC1CCCCC1C (configuration not stated)	4%	-8%	-13%
O=C(NCCn1ccc2ccccc21)c1ccc2c(c1)OCO2	-20%	-14%	2%
Cc1cc(C)cc(C(=O)C[n+]2cccc(Br)c2)c1	-11%	-3%	.
CC(=O)NS(=O)(=O)c1ccc(NC(=O)c2ccc3c(c2)OCO3)cc1	5%	-6%	-9%
O=C(c1ccccc1)C(O)(Cc1ccccc1)c1ccccc1 (configuration not stated)	-25%	4%	.
CC(=O)Nc1cccc(NC(=O)c2cc(-c3cccnc3)nc3ccc(Br)cc23)c1	18µM*	-8%	1%
CC(=O)NCCNC(=O)c1ccc2c(c1)S(=O)(=O)c1ccccc1C2=O	8%	11%	3%

Reprinted at random: 5 records from the list, in no set order.
SMILES	TDP1 cell CPT	FEN1 inh	GCN5L2 inh
COc1ccc(C(C2C(=O)CC(C)(C)CC2=O)C2C(=O)CC(C)(C)CC2=O)cc1CO	0%	-18%	-17%
O=C(NCCn1ccc2ccccc21)c1ccc2c(c1)OCO2	-20%	-14%	2%
CN1CCN(S(=O)(=O)c2ccc(N(C)Cc3cccc(F)c3)nc2)CC1	7%	-3%	0%
CC(=O)Nc1cccc(NC(=O)c2cc(-c3cccnc3)nc3ccc(Br)cc23)c1	18µM*	-8%	1%
Cc1cc(C)cc(C(=O)C[n+]2cccc(Br)c2)c1	-11%	-3%	.

(more compounds)
SMILES	TDP1 cell CPT	FEN1 inh	GCN5L2 inh
NS(=O)(=O)c1ccc2nc(NC(=O)CS(=O)(=O)c3ccccc3)sc2c1	-2%	-17%	-8%
COc1cccc(NC(=O)CN(C)C(=O)c2ccc(Cl)c(S(=O)(=O)N3CCCCCC3)c2)c1	?	-3%	-5%
CN(C)c1ccc(/C=C/c2nc3ccccc3s2)c(Cl)c1	?	-20%	.
O=C(COC(=O)C12CC3CC(CC(O)(C3)C1)C2)Nc1ccc(Br)cc1F	-5%	-6%	4%
O=C(COc1ccccc1Br)NC1CC1	-22%	-5%	-5%
CCCCC(OC(=O)c1ccco1)C(=O)NCc1ccc(C)cc1 (configuration not stated)	4%	-9%	-5%
CCn1c(CC2C(=O)Nc3ccccc32)nc2ccccc2c1=O (configuration not stated)	-12%	-2%	4%
COc1ccc(/C=N\Nc2ncc(F)c(N3CCOCC3)n2)cc1OC	-26%	-3%	-4%
C=CCn1c(N)cc(=O)nc1SCC(=O)NC(C)c1ccccc1 (configuration not stated)	-21%	6%	5%
COc1ccc(C(=O)Nc2cc(=O)[nH]c3ncnn23)cc1	9%	-8%	-7%
O=C(CSc1n[nH]c(-c2cccs2)n1)NCCc1ccccc1	?	-3%	-3%
CCOc1cccc(C2c3[nH]c4ccccc4c3CCN2C(=O)CSCc2ccc(F)cc2)c1 (configuration not stated)	18µM*	4%	-12%
CCOCCn1c(=NC(=O)c2cc3ccccc3oc2=O)sc2cc(S(N)(=O)=O)ccc21	-1%	1%	-6%
CCOc1ccc(-c2nnc(SCC(=O)NC3CCCC3)nc2-c2ccc(OCC)c(OC)c2)cc1OC	?	-9%	-1%
Cn1cccc1CC(=O)N/N=C\c1cccs1	1%	-2%	-1%
CCOC(=O)N1CCN(CC(O)COC2CC(C)CC(C)(C)C2)CC1 (configuration not stated)	?	0%	-4%
COc1cccc(C2CC(c3ccccc3C)n3nc(N)nc3N2)c1 (configuration not stated)	9%	26%	0%
N#Cc1cccc(NC(=O)N2CC[C@@]3(CCCN(C(=O)c4cc(C(F)(F)F)cc(C(F)(F)F)c4)C3)C2)c1	-20%	.	-8%

Source: PubChem BioAssay

The list is partial (hit frequency here may not be typical).
